Source: PubChem (National Center for Advancing Translational Sciences (NCATS))
Rab9 prom act – activators of Rab9 promoter; 320,000 tested, 2.8% active; Potency, µM (doses to about 9.22 µM), inactives show at the top dose activation, negative = inhibition, usual class: activators; Huh7 Rab9 promoter-luciferase reporter, luminescence, 24 h; AID 485297; further: potency means the concentration at half of the fitted maximal effect; % of control where 0% means no effect; nearly all actives have a fitted effect of over 60% in size
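Using Huh7 cells stably transfected with Rab9 promoter–luciferase, compounds were incubated 24 h at 37 °C, 5% CO2; luciferase luminescence was read 10 min after reagent addition.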
KCNH2 3.1 inh – blocks the human KCNH2 3.1 channel isoform. AID 720553. 340,000 tested, 0.95% active. U2OS KCNH2 3.1, thallium flux FluxOr; hits give low values. activity change, % (tested at about 1.8 µM);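 active means maximum activity change below -70%; inconclusive means maximum activity change from -70% to -50%; inactive means maximum activity change above -50%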;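 further: thallium influx rate constant from kinetic fluorescence after stimulation buffer; on the % scale 0 is the no-effect control and ±100 the full control effect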
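Kinetic fluorescence (2 min after stimulation buffer) measures Tl+ influx through KCNH2 3.1 expressed by viral transduction in U2OS cells; the rate constant is normalized against DMSO controls serving as positive and negative references.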
FLuc counter – firefly luciferase modulation, counter-screen for miR-21 project | 360,000 tested, 6.9% active | purified FLuc, Km substrates, luminescence inhibition | Potency, µM (top dose mostly 57.5 µM), for inactives: at the highest dose activity change, negative = inhibition, usual class: inhibitors | P08659;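 further: potency means the concentration at half of the fitted maximal effect; plate controls were vehicle for no effect and reference inhibitor for full effect; nearly all actives have a fitted effect of over 55% in size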
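Biochemical qHTS of compounds, final roughly 60 µM downward over six points, against 10 nM purified firefly luciferase using Km concentrations of substrates (10 uM D-luciferin, 10 uM ATP) in Tris acetate pH 7.5 buffer; luminescence output.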
Mito fusion yeast – blocks mitochondrial division or promotes mitochondrial fusion. S. cerevisiae fusion-defective mutant growth rescue, CellTiterGlo 48 h. Potency, µM (top dose mostly 46.1 µM), without a hit: top-dose growth rescue (activation), most hits filed as activators. 320,000 tested, 0.23% active;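 further: potency means the concentration at half of the fitted maximal effect; % of control where 0% means no effect; nearly all actives have a fitted effect of over 45% in size; temperature-sensitive fusion mutants such as fzo1-1 at 37 °C on non-fermentable ethanol glycerol medium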
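Read-out: ATP-based luminescence (CellTiterGlo, 10 min ambient) reporting growth of fusion-defective ts yeast after 48 hours at 37C on glycerol/ethanol YPEG medium in the presence of compound.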
RORgamma inh – inhibitors of mouse ROR gamma transcriptional activity. P51450. AID 2551. 310,000 tested, 5.4% active. Potency, µM (highest dose often 53.6 µM), for inactives: at the top dose activity change, negative = inhibition, usual class: inhibitors. Drosophila S2 Gal4-RORgamma UAS-luciferase reporter, 20 h; further: potency means the concentration at half of the fitted maximal effect; on the % scale 0 is the no-effect control and ±100 the full control effect; nearly all actives have a fitted effect of over 60% in size
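A Gal4/UAS one-hybrid system in insect cells: metallothionein-promoter Gal4–ROR gamma fusion plus Photinus luciferase reporter. Copper sulfate 700 uM final, 20 hr ambient incubation, luminescent detection after 10 min with reagent.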
Menin MLL FP TR – displaces Texas Red mutant MLL peptide from human menin; O00255; Menin + Texas Red MLL mutant peptide, fluorescence polarization; Potency, µM (titrated, usually from 61.6 µM), inactives show top-dose FP activity change, negative = inhibition, actives largely listed as inhibitors; 270,000 tested, 0.23% active; AID 1768; active means well fitted inhibition curve with a large enough effect in the polarisation, with a control signal flat, not every such curve was filed as active; inconclusive means small, poorly fitted or top-dose-only effect, or effect the other way, or a change in a side signal; inactive means no such curve, though single readings can be large or run the other way; the % refers to the polarisation; further: potency means the concentration at half of the fitted maximal effect; % of control where 0% means no effect; many of its hits are not listed in these tables
Gal4-VP16 FLuc – inhibits Gal4-VP16 luciferase reporter, ROR gamma counter-screen | Drosophila S2 Gal4-VP16 UAS-luciferase, luminescence, 20 h | Potency, µM (highest dose often 53.6 µM), inactives show top-dose activity, negative = inhibition, most hits filed as inhibitors | 310,000 tested, 3.5% active | AID 2546;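 further: Gal4-VP16 expression switched on by copper sulfate through the metallothionein promoter; potency means the concentration at half of the fitted maximal effect; on the % scale 0 is the no-effect control and ±100 the full control effect; nearly all actives have a fitted effect of over 50% in size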
MBNL1 CUG block – inhibitors of human MBNL1 binding to CUG repeat RNA; Potency, µM (top dose mostly 57.5 µM), for inactives: top-dose activity change, negative = inhibition, usual class: inhibitors; 280,000 tested, 0.036% active; TR-FRET MBNL1-His/biotin-(CUG)12 binding, 665/545 ratio; AID 2675; Q9NR56; active means well fitted inhibition curve with a large enough effect in the signal ratio, with a control signal flat, not every such curve was filed as active; inconclusive means small, poorly fitted or top-dose-only effect, or effect the other way, or a change in a side signal; inactive means no such curve, though single readings can be large or run the other way; the % refers to the signal ratio; further: potency means the concentration at half of the fitted maximal effect; on the % scale 0 is the no-effect control and ±100 the full control effect
Target sequence (Q9NR56 whole entry, looked up): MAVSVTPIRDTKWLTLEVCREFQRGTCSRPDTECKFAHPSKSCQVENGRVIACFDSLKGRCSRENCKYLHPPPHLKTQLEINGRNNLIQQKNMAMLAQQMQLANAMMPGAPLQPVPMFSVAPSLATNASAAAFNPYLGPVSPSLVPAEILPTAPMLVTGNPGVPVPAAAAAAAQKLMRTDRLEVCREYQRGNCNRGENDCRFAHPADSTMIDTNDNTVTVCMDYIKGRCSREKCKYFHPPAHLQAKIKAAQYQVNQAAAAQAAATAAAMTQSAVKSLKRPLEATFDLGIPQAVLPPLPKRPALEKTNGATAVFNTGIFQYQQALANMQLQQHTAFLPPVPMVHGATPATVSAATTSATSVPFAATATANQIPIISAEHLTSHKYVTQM
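Compounds (final 92 nM to 58 uM) are added to His-tagged MBNL1 and biotin-(CUG)12, then terbium anti-His antibody and streptavidin-XL665 (5 nM final). After 60 min at room temperature, the 665/545 nm ratio is read.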
PKM2 act – PKM2 (human) enzyme activation. Potency, µM (highest dose often 57.5 µM), for the others: at the top dose activation, actives largely listed as activators. P14618. 260,000 tested, 0.34% active. purified PKM2, Kinase-Glo ATP luminescence, activation; response scale: 0% is enzyme alone, no compound; further: potency means the concentration at half of the fitted maximal effect; on the % scale 0 is the no-effect control and ±100 the full control effect; nearly all actives have a fitted effect of over 55% in size
Target sequence (P14618 whole entry, looked up): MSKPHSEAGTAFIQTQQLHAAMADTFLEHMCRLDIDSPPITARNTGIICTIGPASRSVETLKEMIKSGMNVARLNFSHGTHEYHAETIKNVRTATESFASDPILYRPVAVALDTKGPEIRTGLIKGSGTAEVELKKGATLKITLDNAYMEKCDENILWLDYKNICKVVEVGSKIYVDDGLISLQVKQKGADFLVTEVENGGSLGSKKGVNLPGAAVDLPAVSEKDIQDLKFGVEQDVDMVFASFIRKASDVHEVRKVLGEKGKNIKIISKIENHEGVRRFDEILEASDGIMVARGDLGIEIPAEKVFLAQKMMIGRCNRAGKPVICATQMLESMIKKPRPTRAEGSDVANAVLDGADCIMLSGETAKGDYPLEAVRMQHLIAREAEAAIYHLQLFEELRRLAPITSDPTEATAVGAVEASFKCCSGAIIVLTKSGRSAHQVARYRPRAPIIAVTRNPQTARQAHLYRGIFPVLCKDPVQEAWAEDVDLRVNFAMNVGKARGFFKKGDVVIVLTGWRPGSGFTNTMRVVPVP
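Kinase-Glo luminescence reports ATP generated from ADP (0.1 mM) and PEP (0.5 mM) by purified hPK-M2 after 1 h at room temperature, pH 7.2 imidazole buffer; intermediate enzyme activity allows detecting inhibitors and activators.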
ELG1 DNA repair – blocks ELG1-dependent DNA repair in HEK293T cells | Potency, µM (highest dose often 46.1 µM), inactives show top-dose activity change, negative = inhibition, usual class: inhibitors | AID 504467 | 330,000 tested, 2.3% active | HEK293T ELG1-luciferase reporter, luminescence, 16 h; DNA damage induced by 5-fluorouridine; further: potency means the concentration at half of the fitted maximal effect; on the % scale 0 is the no-effect control and ±100 the full control effect; nearly all actives have a fitted effect of over 55% in size
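Reporter activity after DNA damage by 5-fluorouridine is monitored. Compound-treated cells incubate 16 hr at 37 °C, then ONE-Glo is added for 30 min before luminescence reading.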
NPC1 prom act – activators of NPC1 promoter | Huh7 NPC1 promoter luciferase reporter, 24 h | Potency, µM (top dose mostly 9.22 µM), inactives show at the highest dose activation, hits mostly activators | 320,000 tested, 2.4% active | AID 485313;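 further: potency means the concentration at half of the fitted maximal effect; % of control where 0% means no effect; nearly all actives have a fitted effect of over 60% in size; reporter is driven by a mutant NPC1 promoter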
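Compounds in DMSO were transferred onto Huh7 NPC1-luciferase reporter cells pre-incubated 2 h; after 24 h at 37 °C, Amplite reagent was dispensed and luminescence recorded 10 min later.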
An asterisk follows results filed as active; ? = inconclusive; / = no result given; & = joins results of further samples; [ ] = remark or other dose. Unless noted, the call rests on the fitted dose curve; in most records, active means well fitted curve in the direction sought with a large enough effect; inconclusive means small, poorly fitted or top-dose-only effect, or another doubt; inactive means no such curve, though single readings can be large; an effect the other way counts as inactive or inconclusive.

Molecule	Rab9 prom act	KCNH2 3.1 inh	FLuc counter	Mito fusion yeast	RORgamma inh	Menin MLL FP TR	Gal4-VP16 FLuc	MBNL1 CUG block	PKM2 act	ELG1 DNA repair	NPC1 prom act
c1ccc(COC2CCCN(Cc3nc(-c4cccs4)no3)C2)nc1 (stereo unspecified)	12%	-3	2%	-6%	2%	-4%	-22%	-3%	1%	-14%	8%
CCCNC(=O)OC[C@H]1O[C@H](CCO/N=C/C[C@@H]2C=C[C@H](OC(C)=O)[C@@H](COC(C)=O)O2)C=C[C@@H]1Oc1ccc(OC)cc1	-1%	/	-1%	-3%	?	?	?	10%	1%	?	-5%
Cc1ccc(-c2nc(SCC(=O)N(C)c3c(N)n(Cc4ccccc4)c(=O)[nH]c3=O)n[nH]2)cc1	3%	12	-18%	-3%	15%	/	-7%	-2%	-7%	-1%	1%
COC(=O)C(Cc1ccccc1)NC(=O)c1cccc(S(=O)(=O)N(C)C)c1 (stereo unspecified)	25%	21	0%	-4%	13%	0%	-9%	-6%	-28%	?	14%
COc1ccccc1N1CCN(C(=O)c2ccc3[nH]c4c(c3c2)CCCC4)CC1	-1%	-14	3%	22%	37%	-9%	-27%	-12%	-2%	-17%	-2%
O=C(Nc1sc(-c2ccccc2)cc1C(=O)O)c1ccccc1	2.8µM*	11	?	28%	?	/	-4%	1%	-3%	?	3.2µM*
Cc1nn2cc(-c3ccc(N)cc3)nc2s1	1µM*	-6	11µM*	0%	?	216%[activator]	-20%	-21%	-5%	?	1µM*
C=CCn1c(COc2ccccc2)nc2ccccc21	16%	-6	27µM*	-10%	?	-22%	?	-17%	7%	?	14%
O=C1CCCc2c1nc(-c1ccc([N+](=O)[O-])cc1)n2O	3%	0	0%	-1%	-28%	/	-9%	/	-10%	0%	-1%
CSC(=Nc1ccccc1)C1=C(O)COC1=O	2%	3	2%	-10%	-11%	-9%	-4%	-1%	-3%	1%	0%
COC(=O)c1ccccc1NC(=O)C1CCN(c2ncnc3c2nc2n3CCCCC2)CC1	0%	1	6%	?	?	-5%	-16%	1%	-1%	?	-2%
Cc1nn(C)c(C)c1/C=C(\C#N)C(N)=O	-11%	14	-1%	-2%	-12%	-7%	-2%	/	-8%	2%	-2%
N=c1c2cn[nH]c2nc(SCC(=O)c2ccc(Br)cc2)n1-c1ccc(Br)cc1	-1%	3	-1%	3%	-1%	-13%	-13%	-3%	6%	4%	0%
CC(C)(C)NC(=O)c1cccc(NC(=O)Cc2ccc(Br)cc2)c1	11%	6	-9%	12%	?	3%	-6%	-2%	-1%	-22%	-3%
COc1ccc(OCc2nnc(SCC(=O)c3ccccc3)o2)cc1	0%	-31	?	4%	-2%	-15%	9%	10%	4%	6%	-1%
O=C(COC(=O)c1ccc(O)cc1)NCCc1c[nH]c2ccccc12	-2%	21	-1%	5%	/	/	/	/	/	0%	-1%
Clc1ccccc1-c1nnc2sc(-c3ccccn3)nn12	-3%	-5	6%	12%	-2%	11%	1%	18%	-1%	-17%	-6%
COc1cc2c(cc1OC)-c1cc(OCc3ccccc3Cl)nc(=O)n1CC2	?	-1	?	19%	-1%	-9%	-4%	-6%	4%	16µM*	-4%
CCCn1c(=S)[nH]c2sc3c(c2c1=O)CCCC3	2%	-22	15µM*	-14%	0.28µM*	/	0.89µM*	15%	/	-7%	0%
Cc1ccc(NC(=O)CC2Oc3ccc(C)cc3NC2=O)c(C)c1 (stereo unspecified)	0%	8	0%&2%	-6%	-1%	?	13%	-3%	/	-23%	-7%
CC1Sc2ccc(C(=O)O)cc2NC1=O (stereo unspecified)	-3%	10	1%	-1%	-36%	-1%	-2%	-4%	12%	17%	-1%
O=C(CSc1nc2ccccc2c(=O)n1-c1ccc(F)cc1)Nc1ccc2c(c1)CCC2	-2%	-38	1%	0%	25%	-10%	3%	-2%	-2%	-5%	-4%
O=C(Nc1cccc(Cl)c1)C1C2C=CC3(O2)C1C(=O)N(CCN1CCCCC1)C3C(=O)NC1CCCCC1 (stereo unspecified)	7%	17	-2%	-5%	-16%	0%	-5%	0%	-6%	11%	4%
Cc1cc(N)c2ccccc2n1	-1%	-5	-2%	3%	-15%	3%	1%	-8%	0%	1%	-2%
COCCN1C(=O)N(c2cccc(OC)c2)C(=O)C1CC(=O)Nc1cccc(F)c1 (stereo unspecified)	8%	-6	6%	1%	5%	5%	-11%	-5%	1%	-6%	-8%
Cc1ccc(C(=O)N/N=C2\CC3CC=CC23)c(C)c1 (stereo unspecified)	4%	-7	-8%	-8%	-27%	-7%	1%	-5%	8%	25%	6%
Cc1ccc2nc(C3CCN(C(=O)c4ccco4)CC3)[nH]c2c1	-3%	7	-12%	-3%	0%	1%	-5%	0%	0%	4%	2%
CCS(=O)(=O)N1CCN=C1SC(C)c1ccccc1 (stereo unspecified)	-8%	9	0%	2%	25%	/	-2%	3%	/	-7%	3%
CCCOC(=O)c1cccc(NC(=O)COc2ccc([N+](=O)[O-])cc2)c1	8%	-23	-7%	-1%	36%	26%	?	-9%	-3%	?	7%
COC(=O)c1c(C)[nH]c(C(=O)C(C)OC(=O)C2CC(=O)N(c3ccc(C)cc3)C2)c1C (stereo unspecified)	11%	5	-10%	7%	/	/	/	/	/	-7%	0%
Cc1cccc(N2CCN(Cc3c(C)n(C)n(-c4ccccc4)c3=O)CC2)c1C	-10%	-30	4%	-2%	-18%	-2%	-2%	-4%	-3%	2%	-1%
O=C(O)CC(NC(=O)c1cccc(F)c1)c1ccc(OC2CCCC2)cc1 (stereo unspecified)	-2%	1	-2%	0%	2%	13%	-2%	2%	/	12%	-9%
Cc1ccc(S(=O)(=O)CNC(=S)c2cccc(Cl)c2)cc1	2%	7	-11%	-4%	22µM*	1%	?	-4%	-24%	-9%	-2%
Cc1nn(Cc2ccc(Cl)c(Cl)c2)c(C)c1NC(=O)c1cc(-c2ccc3c(c2)OCO3)on1	-5%	7	?	-7%	1%	-1%	-11%	-11%	8%	?	-11%
CC(=O)c1ccc(N2CCN(C(=O)/C=C/c3ccc(S(=O)(=O)NCc4ccco4)cc3)CC2)cc1	-20%	-9	-12%	4%	22%	13%	-23%	12%	-1%	7.3µM*	-13%
CC(=O)Nn1cc2c(c1-c1ccccc1)c(=O)n(C)c(=O)n2C	4%	-1	11%	-3%	-18%	3%	-3%	16%	2%	3%	-14%
Cc1ccc(/C=C/C(=O)OCC(=O)NC(C)C)o1	5%	7	0%	1%	2%	7%	-3%	15%	1%	16%	-7%
O=C(Oc1ccc(/C=N/Nc2ccccc2)cc1)c1ccccc1	7%	3	?	-10%	2%	/	2%	-5%	-3%	?	20%
CCOC(=O)N1CCN(c2cc(=O)n(Cc3ccc(F)cc3)c(=O)[nH]2)CC1	-2%	8	-2%	0%	-10%	-10%	-10%	4%	0%	0%	-3%
O=C(NCCOc1ccc(F)cc1)C1CCC(=O)N(CCN2CCOCC2)C1 (stereo unspecified)	7%	-15	?	3%	11%	/	-16%	0%	11%	-5%	9%
COc1cccc(NC(=S)N2CCN(C(c3ccccc3)c3ccccc3)CC2)c1	-12%	1	4%	?	4.5µM*	-13%	8.9µM*	-7%	-1%	-15%	-2%
CCN(CC)S(=O)(=O)c1ccc(NC(=O)c2cc(=O)[nH]c3ccccc23)cc1	2%	-1	-3%	-3%	16%	26%	-6%	1%	0%	?	-5%
CCN1CCN(c2ccc(NC(=O)c3cccc4ncccc34)cc2)CC1	2%	7	1%	-3%	9%	12%	2%	2%	-1%	17%	-3%
c1ccc(CCn2c(SCc3ccccc3)nnc2-c2ccncc2)cc1	0%	1	4%	8%	?	?	?	4%	6%	?	4%
COc1cccc2c1cc1c(=O)n(CC(=O)N3CCC(C)CC3)nc(C)n12	-4%	13	3%&-3%	13%	-21%	/	-6%	10%	/	16%	0%
O=C1CC(N2CCCCC2)C(=O)N1c1ccccc1 (stereo unspecified)	-1%	-41	1%	1%	10µM*	7%	20µM*	-6%	1%	10%	-1%

This is a subset; the hit share may differ from the screen's.
